Bioassay records (PubChem BioAssay)
A3A deaminase – blocks human APOBEC3A ssDNA deamination; recombinant A3A, FAM/TAMRA ssDNA deamination fluorescence; 330,000 tested, 0.41% active; inhibition, % at 20 µM; AID 493011;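 active means at least 40% inhibition at 20 µM here, with at most 30% in a related deaminase screen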;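 further: plate controls were A3A with DMSO for no effect and wells lacking A3A enzyme for full effect; some results filed as inactive read as strong as hits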
Target sequence (P31941 whole entry, looked up): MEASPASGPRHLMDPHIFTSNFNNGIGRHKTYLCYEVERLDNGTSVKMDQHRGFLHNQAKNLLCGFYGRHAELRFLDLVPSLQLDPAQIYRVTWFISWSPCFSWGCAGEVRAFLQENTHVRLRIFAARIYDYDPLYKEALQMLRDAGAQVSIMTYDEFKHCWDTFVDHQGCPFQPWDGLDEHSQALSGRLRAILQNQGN
mIAP block – blocks mouse intestinal alkaline phosphatase | purified mouse IAP, CDP-Star luminescence, 30 min | inhibition, % at 10 µM | 330,000 tested, 0.2% active | AID 2806;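 active means inhibition of at least 40% at 10 µM in the primary screen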;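 further: plate controls were DMSO with enzyme for no effect and no enzyme wells for full effect; values of inactives mirror those of a sister screen read the other way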
MIN6 prolif – MIN6 beta-cell proliferation induction | MIN6 cells proliferation, ATPlite luminescence, 48 h; cells starved in 0.2% serum; 100% = growth in 10% serum | proliferation, % at 10 µM | 330,000 tested, 0.29% active | AID 2380;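 active means compounds whose signal lies at least 3.5 SD above the mean of all wells on their plate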;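 further: 0% = DMSO-treated cells in low-serum medium and 100% = 10% serum control; some compounds called inactive have numbers as strong as hits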
mIAP act – mouse IAP activation; muIAP, CDP-Star luminescence, 30 min; hits give high values; 1 = vehicle-only enzyme signal, 0 = enzyme-free wells; activation factor at 10 µM; AID 2805; 330,000 tested, 0.24% active;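 active means activation factor of at least 2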; further: the source names both 10 and 20 µM as test concentration; values of inactives mirror those of a sister screen read the other way
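Assay system: mouse IAP enzyme; Reagent: CDP-Star chemiluminescent phosphatase substrate; Compound: DMSO-dissolved test compounds; Incubation: 30 min, room temperature; Technique: luminescence from enzymatic CDP-Star hydrolysis; Controls: DMSO-only wells and no-enzyme negative control.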
SENP1 inh – blocks the human SENP1 SUMO protease catalytic domain | 360,000 tested, 0.21% active | recombinant SENP1 catalytic domain, CyPet-SUMO1-YPet FRET cleavage | inhibition, % at 10 µM | AID 624204;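 active means inhibition at least 30% at 10 µM, raw YFP signal under a set limit, fluorescence ratio 0.5 to 1.5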;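 further: 0% = enzyme with DMSO and 100% = no enzyme wells; some results filed as inactive read as strong as hits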
Target sequence (Q9P0U3 419-644 limits assumed): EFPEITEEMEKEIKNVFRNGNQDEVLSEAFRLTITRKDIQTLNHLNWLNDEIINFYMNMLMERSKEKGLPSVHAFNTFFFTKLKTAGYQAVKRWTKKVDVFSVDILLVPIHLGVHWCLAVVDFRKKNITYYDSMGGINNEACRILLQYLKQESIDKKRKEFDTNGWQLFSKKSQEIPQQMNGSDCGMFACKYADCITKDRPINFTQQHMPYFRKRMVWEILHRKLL
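material = recombinant human SENP1 catalytic domain, His6-tagged | quantity = 20 pM enzyme | reagent = 25 nM SUMO1 FRET substrate | compound dosing = 10 µM single point, 0.5% DMSO | timing = 50 min enzyme reaction, room temperature, light-protected | detection = FRET, CFP and YFP emission | control set = no-enzyme low, enzyme-DMSO high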
hIAP inh – blocks human intestinal alkaline phosphatase; P09923; 330,000 tested, 0.12% active; inhibition, % at 10 µM; purified IAP, CDP-Star luminescence, 30 min;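 active means inhibition reaching a set limit with compound at 10 µM in the primary screen, cut at about 35% in these data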;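 further: plate controls were DMSO wells with enzyme for no effect and no-enzyme buffer wells for full effect; values of inactives mirror those of a sister screen read the other way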
NALP3 yeast inh – inhibitors of NALP3 inflammasome in yeast; inhibition, % at 10 µM; 330,000 tested, 0.39% active; Yeast reconstituted NLRP3/ASC/caspase-1, beta-gal luminescence, 24 h; AID 2825;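 active means inhibition of 50% or more; inactive means inhibition below 50%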;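 further: plate controls were induced DMSO wells for no effect and uninduced yeast grown without galactose for full effect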
A3G deaminase – APOBEC3G (human) deaminase inhibition; Q9HC16; recombinant A3G, ssDNA deamination FAM/TAMRA fluorescence; inhibition, % at 20 µM; 330,000 tested, 0.28% active; AID 493012;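 active means inhibition of at least 40% at 20 µM, with no more than 30% in the related APOBEC3A deaminase screen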;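 further: plate controls were DMSO wells with A3G for no effect and wells lacking A3G enzyme for full effect; some compounds called inactive have numbers as strong as hits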
Target sequence (Q9HC16 whole entry, looked up): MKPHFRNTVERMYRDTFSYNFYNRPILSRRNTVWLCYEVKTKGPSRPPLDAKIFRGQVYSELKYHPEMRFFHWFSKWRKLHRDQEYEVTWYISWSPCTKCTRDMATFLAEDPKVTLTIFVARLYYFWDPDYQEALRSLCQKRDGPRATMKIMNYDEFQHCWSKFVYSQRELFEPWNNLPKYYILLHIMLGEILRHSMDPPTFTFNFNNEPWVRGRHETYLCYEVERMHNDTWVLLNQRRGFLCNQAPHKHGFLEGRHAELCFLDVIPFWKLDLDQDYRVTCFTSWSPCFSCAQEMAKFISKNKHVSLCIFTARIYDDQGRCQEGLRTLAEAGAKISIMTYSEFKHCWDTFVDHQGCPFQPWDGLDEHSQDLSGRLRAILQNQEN
hIAP activ – human IAP activation; P09923; purified human IAP, CDP-Star luminescence, 30 min; hits give high values; 1 = vehicle-only enzyme, 0 = enzyme-free background; activation factor at 10 µM; 330,000 tested, 0.16% active; AID 2524;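 active means activation factor of the enzyme at least 2-fold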; further: the source names both 10 and 20 µM as test concentration; values of inactives mirror those of a sister screen read the other way
An asterisk follows results filed as active. These rows are one share of the data. The share of hits here may be higher or lower than overall.

What do the screens show for `C[C@]12c3[nH]c4ccccc4c3CCN1C(=O)C(CC(=O)NCCc1ccccn1)C[C@@H]2C(=O)N1CCOCC1` (stereo not given in full)?
A3A deaminase: -2; mIAP block: 2; MIN6 prolif: 7; mIAP act: 0.98; SENP1 inh: 0; hIAP inh: -24; NALP3 yeast inh: 6; A3G deaminase: -4; hIAP activ: 1.2

What do the screens show for `CC(Sc1ccccc1)C(=O)N(CCC#N)Cc1cccnc1` (stereo not given)?
A3A deaminase: -2; mIAP block: -9; MIN6 prolif: 0; mIAP act: 1.1; SENP1 inh: 0; hIAP inh: -13; NALP3 yeast inh: -6; A3G deaminase: 3; hIAP activ: 1.1

Results for Cc1cc(C)nc(N2CCCC(C(=O)Nc3ccc(F)cc3)C2)n1 (stereo not given) ?
A3A deaminase: 7; mIAP block: -17; MIN6 prolif: 3; mIAP act: 1.2; SENP1 inh: 0; hIAP inh: 0; NALP3 yeast inh: 27; A3G deaminase: -2; hIAP activ: 1

How did O=C(c1cccnc1)N1CCc2ccccc21 do in these assays?
A3A deaminase: 0; mIAP block: 3; MIN6 prolif: 2; mIAP act: 0.97; SENP1 inh: -1; hIAP inh: 14; NALP3 yeast inh: -9; A3G deaminase: -8; hIAP activ: 0.86

How did COc1cc(C(=O)NCC(=O)OCc2ccc(F)cc2)cc(OC)c1OC do in these assays?
A3A deaminase: 8; mIAP block: -6; MIN6 prolif: -2; mIAP act: 1.1; SENP1 inh: 0; hIAP inh: -14; NALP3 yeast inh: 12; A3G deaminase: -4; hIAP activ: 1.1

Results for O=C(NCCC1CCCCN1S(=O)(=O)c1ccccc1)C(=O)NCc1ccco1 (stereo not given) ?
A3A deaminase: -2; mIAP block: 3; MIN6 prolif: 2; mIAP act: 0.97; SENP1 inh: 0; hIAP inh: -22; NALP3 yeast inh: 11; A3G deaminase: 1; hIAP activ: 1.2

What do the screens show for `CN(CC(=O)Nc1cccc(F)c1)C(=O)c1cccc(S(=O)(=O)N2CC3(C)CC2CC(C)(C)C3)c1` (stereo not given)?
A3A deaminase: -1; mIAP block: -10; MIN6 prolif: -4; mIAP act: 1.1; SENP1 inh: 3; hIAP inh: -19; NALP3 yeast inh: 11; A3G deaminase: -5; hIAP activ: 1.2

How did COC(=O)c1sc(N2C(=O)C(=O)/C(=C(/O)c3ccccc3)C2c2ccco2)nc1C (stereo not given) do in these assays?
A3A deaminase: 3; mIAP block: 8; MIN6 prolif: 1; mIAP act: 0.92; SENP1 inh: -13; hIAP inh: 13; NALP3 yeast inh: 2; A3G deaminase: -1; hIAP activ: 0.87

Results for Cc1c(C(=O)N2CCCCCC2)c(S(=O)(=O)NCc2ccccc2Cl)c(C)n1C ?
A3A deaminase: 0; mIAP block: 2; MIN6 prolif: 6; mIAP act: 0.98; SENP1 inh: -1; hIAP inh: -31; NALP3 yeast inh: -1; A3G deaminase: -5; hIAP activ: 1.3

What do the screens show for `C#CCOCCOCCOCCNc1nc(N2CCOCC2)nc(N2CCN(C(=O)Cn3cc(CC(C)O)nn3)CC2)n1` (stereo not given)?
A3A deaminase: -3; mIAP block: -5; MIN6 prolif: -2; mIAP act: 1.1; SENP1 inh: -1; hIAP inh: -8; NALP3 yeast inh: 15; A3G deaminase: -17; hIAP activ: 1.1

What do the screens show for `COc1ccc(NC(=O)c2cc3ccccc3o/c2=N\NS(=O)(=O)c2ccc(C)cc2)cc1`?
A3A deaminase: -5; mIAP block: 13; MIN6 prolif: 1; mIAP act: 0.87; SENP1 inh: -7; hIAP inh: -18; NALP3 yeast inh: 8; A3G deaminase: -7; hIAP activ: 1.2

How did COc1cccc(OC)c1C(=O)NC(=O)Oc1c(F)cccc1F do in these assays?
A3A deaminase: 0; mIAP block: 4; MIN6 prolif: 8; mIAP act: 0.96; SENP1 inh: 2; hIAP inh: 9; NALP3 yeast inh: -2; A3G deaminase: -3; hIAP activ: 0.91

How did Cc1ccc(CCNC(=O)CNC(=O)c2cccs2)cc1 do in these assays?
A3A deaminase: -3; mIAP block: 0; MIN6 prolif: 4; mIAP act: 1; SENP1 inh: 2; hIAP inh: 12; NALP3 yeast inh: -15; A3G deaminase: -8; hIAP activ: 0.88

How did NC(=O)c1ccc(NC(=O)COC(=O)c2cc([N+](=O)[O-])ccc2N2CCOCC2)cc1 do in these assays?
A3A deaminase: -2; mIAP block: 8; MIN6 prolif: -3; mIAP act: 0.92; SENP1 inh: -3; hIAP inh: 10; NALP3 yeast inh: 27; A3G deaminase: -7; hIAP activ: 0.9

Results for O=C(NCCn1c(C(F)(F)F)nc2ccccc21)[C@H]1CCCN1c1nc(CN2CCCCC2)cs1 ?
A3A deaminase: -3; mIAP block: 12; MIN6 prolif: 6; mIAP act: 0.88; SENP1 inh: -3; hIAP inh: -4; NALP3 yeast inh: 12; A3G deaminase: -8; hIAP activ: 1

Results for Cc1nc(C)n(C(C)CNC(=O)c2ccco2)n1 (stereo not given) ?
A3A deaminase: 16; mIAP block: 3; MIN6 prolif: -2; mIAP act: 0.97; SENP1 inh: 1; hIAP inh: 4; NALP3 yeast inh: 6; A3G deaminase: -4; hIAP activ: 0.96

What do the screens show for `C=CCn1c(SCC(=O)NC2CCCCC2)nnc1C(C)NC(=O)c1cccs1` (stereo not given)?
A3A deaminase: -6; mIAP block: -5; MIN6 prolif: -2; mIAP act: 1.1; SENP1 inh: 2; hIAP inh: -12; NALP3 yeast inh: 9; A3G deaminase: -7; hIAP activ: 1.1

How did Cc1ccc(NC(=O)CN(C)CC(=O)Nc2cccc(F)c2)cc1S(=O)(=O)N1CCCCCC1 do in these assays?
A3A deaminase: 0; mIAP block: -27; MIN6 prolif: -6; mIAP act: 1.3; SENP1 inh: -2; hIAP inh: -9; NALP3 yeast inh: -7; A3G deaminase: -7; hIAP activ: 1.1

What do the screens show for `O=C(c1ccc(F)cc1)N1CCC(C(=O)N2CCN(S(=O)(=O)c3ccccc3Br)CC2)CC1`?
A3A deaminase: -3; mIAP block: -3; MIN6 prolif: 6; mIAP act: 1; SENP1 inh: 2; hIAP inh: 2; NALP3 yeast inh: 12; A3G deaminase: -6; hIAP activ: 0.98

What do the screens show for `Cc1ccc(O)c(N)c1`?
A3A deaminase: -3; mIAP block: -3; MIN6 prolif: -6; mIAP act: 1; SENP1 inh: -8; hIAP inh: -5; NALP3 yeast inh: 10; A3G deaminase: -6; hIAP activ: 1.1

What do the screens show for `Oc1ccc(N2CCN(C(c3cccs3)c3nnnn3CCc3ccccc3)CC2)cc1` (stereo not given)?
A3A deaminase: 0; mIAP block: 2; MIN6 prolif: -4; mIAP act: 0.98; SENP1 inh: 1; hIAP inh: -9; NALP3 yeast inh: 19; A3G deaminase: 18; hIAP activ: 1.1

Results for CCC(C(=O)OCC(=O)c1ccc2c(c1)NC(=O)CO2)c1ccccc1 (stereo not given) ?
A3A deaminase: 3; mIAP block: 6; MIN6 prolif: 1; mIAP act: 0.94; SENP1 inh: 0; hIAP inh: 6; NALP3 yeast inh: -5; A3G deaminase: 0; hIAP activ: 0.94

What do the screens show for `COc1ccc(CCNC(=S)Nc2cc(C)ccc2C)cc1`?
A3A deaminase: -6; mIAP block: -16; MIN6 prolif: -3; mIAP act: 1.2; SENP1 inh: 1; hIAP inh: -5; NALP3 yeast inh: 33; A3G deaminase: -8; hIAP activ: 1

How did Cc1ccc(C23CC4CC(CC(C(=O)NN)(C4)C2)C3)cc1 do in these assays?
A3A deaminase: -4; mIAP block: -1; MIN6 prolif: -3; mIAP act: 1; SENP1 inh: 2; hIAP inh: -17; NALP3 yeast inh: 23; A3G deaminase: -9; hIAP activ: 1.2

How did COc1ncccc1C(=O)N1CCCC(N2CCN(c3ccc(F)cc3)CC2)C1 (stereo not given) do in these assays?
A3A deaminase: -7; mIAP block: 0; MIN6 prolif: -2; mIAP act: 1; SENP1 inh: 1; hIAP inh: 1; NALP3 yeast inh: 6; A3G deaminase: -7; hIAP activ: 0.99

How did CCOc1ccc(N2C(=O)CC(NC3CCCCNC3=O)C2=O)cc1 (stereo not given) do in these assays?
A3A deaminase: 1; mIAP block: 3; MIN6 prolif: 2; mIAP act: 0.97; SENP1 inh: 1; hIAP inh: -34; NALP3 yeast inh: 0; A3G deaminase: 6; hIAP activ: 1.3

What do the screens show for `COc1ccccc1C(=O)COC(=O)c1cccs1`?
A3A deaminase: 0; mIAP block: 6; MIN6 prolif: 2; mIAP act: 0.94; SENP1 inh: -1; hIAP inh: 8; NALP3 yeast inh: 13; A3G deaminase: -3; hIAP activ: 0.92

Results for OCCC1CN(Cc2nc(-c3ccccc3)cs2)CCN1CCc1ccccc1 (stereo not given) ?
A3A deaminase: -1; mIAP block: 6; MIN6 prolif: -3; mIAP act: 0.94; SENP1 inh: -2; hIAP inh: 10; NALP3 yeast inh: 27; A3G deaminase: -1; hIAP activ: 0.9

Results for O=C1C=C(c2ccccc2)CC(c2cccs2)C1n1cnc([N+](=O)[O-])c1 (stereo not given) ?
A3A deaminase: -1; mIAP block: 7; MIN6 prolif: 0; mIAP act: 0.93; SENP1 inh: 1; hIAP inh: 9; NALP3 yeast inh: 20; A3G deaminase: -4; hIAP activ: 0.91

How did Cn1nnnc1SCC(=O)Nc1nc2ccccc2s1 do in these assays?
A3A deaminase: 2; mIAP block: -2; MIN6 prolif: 1; mIAP act: 1; SENP1 inh: 3; hIAP inh: 2; NALP3 yeast inh: 3; A3G deaminase: -6; hIAP activ: 0.98

How did COC(=O)c1ccc(CNC(=O)COC(=O)C2CC3C=CC2C3)cc1 (stereo not given) do in these assays?
A3A deaminase: -7; mIAP block: 9; MIN6 prolif: 1; mIAP act: 0.91; SENP1 inh: 3; hIAP inh: -5; NALP3 yeast inh: 1; A3G deaminase: 1; hIAP activ: 1

How did CC(C)Oc1ccc(C2CC(=O)N(C)C2=O)cc1 (stereo not given) do in these assays?
A3A deaminase: -1; mIAP block: -6; MIN6 prolif: -4; mIAP act: 1.1; SENP1 inh: 2; hIAP inh: 24; NALP3 yeast inh: 18; A3G deaminase: -4; hIAP activ: 0.76

How did COc1ccc(NC(=O)CNc2cc(S(=O)(=O)N3CCOCC3)ccc2N2CCOCC2)c(OC)c1 do in these assays?
A3A deaminase: 0; mIAP block: -1; MIN6 prolif: -1; mIAP act: 1; SENP1 inh: 2; hIAP inh: -4; NALP3 yeast inh: 13; A3G deaminase: -5; hIAP activ: 1

How did CNc1ccccc1C(=O)OCC(=O)c1ccc(F)cc1 do in these assays?
A3A deaminase: -5; mIAP block: 0; MIN6 prolif: -1; mIAP act: 1; SENP1 inh: 1; hIAP inh: 7; NALP3 yeast inh: 5; A3G deaminase: -6; hIAP activ: 0.93

Results for Cc1ccc(Cl)cc1NC(=O)NCCN1CCCCC1 ?
A3A deaminase: -6; mIAP block: 1; MIN6 prolif: 0; mIAP act: 0.99; SENP1 inh: -1; hIAP inh: -11; NALP3 yeast inh: 16; A3G deaminase: -11; hIAP activ: 1.1
